Screens as filed in PubChem BioAssay.
Epigenetic reg: epigenetic control regulation, reporter derepression | murine LDR cells, GFP reporter derepression, 30 h | Potency, µM (series often up to 53.9 µM), inactives show top-dose GFP activation, usual class: activators | 280,000 compounds, 0.2% hits; further: potency means the concentration at half of the fitted maximal effect; % of control where 0% means no effect; nearly all actives have a fitted effect of over 60% in size
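GFP-positive cell count by laser-scanning cytometry (objects 20–120 um) after 30 h, 37 C compound exposure of murine LDR cells; reporter is CMV-GFP integrated at a silenced locus, inducible by HDAC or DNMT inhibitors.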
Luc counter: Kinase-Glo luciferase inhibition (counter-screen); Q27757; Kinase-Glo luciferase, ATP luminescence, 8 min; Potency, µM (titrated, usually from 38.3 µM), for the others: top-dose activity change, negative = inhibition, actives largely listed as inhibitors; 200,000 compounds, 0.28% hits; further: potency means the concentration at half of the fitted maximal effect; on the % scale 0 is the no-effect control and ±100 the full control effect; nearly all actives have a fitted effect of over 60% in size
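Kinase-Glo luciferase light output from ATP and luciferin was measured with 10 uM ATP, within the enzyme's linear range. Buffer: 50 mM imidazole pH 7.2, 50 mM KCl, 7 mM MgCl2, 0.01% Tween 20, 0.05% BSA; luminescence read after 8 min at ambient temperature.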
IMPase Li cell: membrane-permeable IMPase blocker, potentiated with lithium; CHO-M1 cells, IP1 TR-FRET (IP-One), carbachol + lithium; Potency, µM (highest dose often 59.4 µM), without a hit: at the top dose activity, negative = IMPase inhibition, most hits filed as inhibitors; 210,000 compounds, 0.35% hits; AID 1457;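 further: IP1 builds up when IMPase is blocked and the TR-FRET signal falls; potency means the concentration at half of the fitted maximal effect; plate controls were basal vehicle for no effect and high inhibitor control for full effect; nearly all actives have a fitted effect of over 50% in size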
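IP1 accumulation measured by competitive TR-FRET in lysed CHO-M1 cells after 30 min compound exposure at 37C, with a small lithium addition to potentiate weak responses. Hill-equation AC50 from ratio and donor-channel data.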
NPSR antagonist: neuropeptide S receptor (human) antagonism, cAMP; AID 1461; 220,000 compounds, 1% hits; Q6W5P4; CHO-NPSR cells, cAMP TR-FRET, antagonist mode; Potency, µM (top dose mostly 38.3 µM), without a hit: at the highest dose activity change, negative = inhibition, actives largely listed as inhibitors; further: potency means the concentration at half of the fitted maximal effect; on the % scale 0 is the no-effect control and ±100 the full control effect; nearly all actives have a fitted effect of over 50% in size; many of its hits are not listed in these tables
Target sequence (Q6W5P4 whole entry, looked up): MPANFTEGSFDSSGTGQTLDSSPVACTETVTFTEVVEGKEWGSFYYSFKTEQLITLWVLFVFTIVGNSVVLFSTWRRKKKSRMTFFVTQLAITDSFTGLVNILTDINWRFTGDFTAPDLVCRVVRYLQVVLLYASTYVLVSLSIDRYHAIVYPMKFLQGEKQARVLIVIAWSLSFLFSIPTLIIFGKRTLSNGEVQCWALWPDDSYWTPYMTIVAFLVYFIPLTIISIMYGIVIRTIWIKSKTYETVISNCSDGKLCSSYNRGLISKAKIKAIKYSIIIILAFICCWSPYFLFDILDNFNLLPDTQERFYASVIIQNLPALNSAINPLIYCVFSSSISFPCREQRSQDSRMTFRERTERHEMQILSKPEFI
HttQ103 aggreg: reduces HttQ103-GFP aggregates in PC12 cells; PC12 HttQ103-GFP aggregates, Acumen cytometry, 40 h; AID 1688; 220,000 compounds, 1.1% hits; Potency, µM (highest dose often 46.1 µM), for inactives: at the top dose activity change, negative = inhibition, actives largely listed as inhibitors; further: potency means the concentration at half of the fitted maximal effect; on the % scale 0 is the no-effect control and ±100 the full control effect; nearly all actives have a fitted effect of over 60% in size
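Aggregate formation scored by laser-scanning cytometer (488 excitation, 500–530 emission) in lysed PC12 cells expressing Q103-GFP after 100 nM tebufenozide induction; library tested in dose series, with ATPLite reagent added in the multiplex.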
Lamin A splicing: LMNA splicing modulation; 200,000 compounds, 0.01% hits; Potency, µM (series often up to 46.1 µM), inactives show at the top dose ratio change, negative = inhibition, most hits filed as inhibitors; HeLa LMNA splicing GFP/RFP minigene ratio, 48 h; active means well fitted inhibition curve with a large enough effect in the signal ratio, with a control signal flat, not every such curve was filed as active; inconclusive means small, poorly fitted or top-dose-only effect, or effect the other way, or a change in a side signal; the % refers to the signal ratio; further: potency means the concentration at half of the fitted maximal effect; on the % scale 0 is the no-effect control and ±100 the full control effect
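S3 HeLa cells stably expressing lamin A-EGFP splicing minigene plus DsRed2, 600 cells/well, 48 h compound exposure at 37C. Laser-scanning cytometry; analysed as GFP (500-530 nm)/RFP (575-640 nm) total intensity ratio; 0.5% DMSO vehicle.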
CBFb-RUNX1 inh: blocks binding between human CBF-beta and RUNX1. Q01196+Q13951. AlphaScreen CBFb-His/RUNX1-biotin binding, biochemical. Potency, µM (top dose mostly 59.8 µM), for the others: at the top dose activity, negative = inhibition, usual class: inhibitors. 230,000 tested, under 10 active; further: % of control where 0% means no effect
Target sequence (Q01196 whole entry, looked up): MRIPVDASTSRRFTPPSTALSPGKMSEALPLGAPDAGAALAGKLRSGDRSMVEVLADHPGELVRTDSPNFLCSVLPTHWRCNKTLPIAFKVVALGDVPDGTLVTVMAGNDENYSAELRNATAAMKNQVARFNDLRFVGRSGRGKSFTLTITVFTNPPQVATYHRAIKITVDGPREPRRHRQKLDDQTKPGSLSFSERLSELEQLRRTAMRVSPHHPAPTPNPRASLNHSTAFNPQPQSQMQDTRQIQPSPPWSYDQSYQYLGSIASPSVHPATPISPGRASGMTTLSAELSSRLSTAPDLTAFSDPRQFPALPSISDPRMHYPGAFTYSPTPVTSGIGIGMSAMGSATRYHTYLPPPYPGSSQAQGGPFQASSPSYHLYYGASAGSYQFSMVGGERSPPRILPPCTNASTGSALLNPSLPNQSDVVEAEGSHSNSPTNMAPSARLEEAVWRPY
Target sequence (Q13951 whole entry, looked up): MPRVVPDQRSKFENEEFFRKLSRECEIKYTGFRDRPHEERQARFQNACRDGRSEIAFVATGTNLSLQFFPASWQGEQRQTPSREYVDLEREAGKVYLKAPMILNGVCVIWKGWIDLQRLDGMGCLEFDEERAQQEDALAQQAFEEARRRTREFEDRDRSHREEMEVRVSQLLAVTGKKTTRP
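Proteins preincubated together for 20 min at RT before compound addition; 15 min later, nickel and streptavidin beads were added and left 90 min prior to AlphaScreen measurement.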
* hit, by the source's call; ? = inconclusive; . = not tested or not shown; & = joins results of further samples; [ ] = another dose, or the depositor's remark. Unless noted, the call rests on the fitted dose curve; in most records, active means well fitted curve in the direction sought with a large enough effect; inconclusive means small, poorly fitted or top-dose-only effect, or another doubt; inactive means no such curve, though single readings can be large; an effect the other way counts as inactive or inconclusive. A portion of the library; count on the stated rates, not on these rows.

Fields: CBFb-RUNX1 inh	IMPase Li cell	Epigenetic reg	NPSR antagonist	HttQ103 aggreg	Luc counter	Lamin A splicing
Cn1cccc1/C=N/NC(=O)c1ccn[nH]1
 : -5%	5%	-1.0%	6%	5%	?	-13%
CC(C)(C)c1ccc(OCC(=O)N/N=C/c2ccsc2)cc1
 : 0%	.	-0.9%	-13%[46.1 µM]	-9%	.	-10%
Cc1cc(=O)[nH]c(SCC(=O)NC(c2ccccc2)c2ccccc2)n1
 : 3%	1%	-1.4%	-21%	11%	-3%	-6%[46 µM]
CCN(CC)C(=O)CC(c1cc(OC)c(OC)c(OC)c1)c1c(O)cc(OC)cc1OC (configuration not stated)
 : -14%&12%	.	1.1%	4%	7%[9.22 µM]	.	.
COCCNC(=O)c1cc2cc(Br)cc(Br)c2oc1=O
 : 3%	-4%	0.0%	22%	-5%	1%	15%[46 µM]
C=CCO/N=C(\C)c1c(O)c(C)c(-c2ccccc2)n(-c2ccccc2)c1=O
 : -4%	-4%	0.0%	-37%	2%	-1%	?
CC(C)Cn1c(=O)c(C(=O)NCc2ccccn2)c(O)c2ccccc21
 : 1%	21%[38.3 µM]	-11%	?	7.9µM*	-2%	?
CCc1ccc(N2C(=O)C3C(C2=O)N2CCCN2C3c2ccccc2)cc1 (configuration not stated)
 : -2%	.	0.0%	-9%	21%[9.22 µM]	.	.
O=C(NC(=S)Nc1ccc(N2CCCCC2)cc1)c1ccc2c(c1)OCCO2
 : -8%	3%	0.0%	-44%	-3%	2%	?
NC(=O)CC(NC(=O)c1cccc(Br)c1)c1ccc(NCCN2CCOCC2)c([N+](=O)[O-])c1 (configuration not stated)
 : -11%	.	3.1%	12%	34%[9.22 µM]	.	.
Cc1nn(-c2ccccc2)c(C)c1P(=O)(c1ccccc1)N(C)C (configuration not stated)
 : 2%	-6%[38.3 µM]	-2.5%	-2%[46.1 µM]	-3%	-6%	4%
CCOC(=O)c1c(C)n(CCNC(C)=O)c2ccc(O)cc12
 : 0%	22%[38.3 µM]	-1.2%	-5%[46.1 µM]	-12%	-1%	-2%
CS(=O)(=O)N(CC(=O)NCc1ccncc1)c1cc(Cl)cc(Cl)c1
 : 2%	1%[38.3 µM]	0.8%	6%[46.1 µM]	-8%	0%	10%
O=C1NC(=S)N/C1=C/c1cc([N+](=O)[O-])ccc1N1CCOCC1
 : 0%	4%	-5.7%	-10%	6%	0%	-23%[46 µM]
Cc1cccc(/N=C/c2c(O)ccc3oc4c(c23)CCCC4)n1
 : 16%	1%	-1.8%	-46%	-19%	0%	?
O=C(NNc1cccc(Cl)n1)Nc1cccc(C(F)(F)F)c1
 : 6%	-3%	0.0%	-5%	-23%	1%	?
CC1(C)OC(=O)N2CCc3ccccc3C21C (configuration not stated)
 : 2%	6%	0.0%	-8%[46.1 µM]	-27%	0%	1%
Cc1ccc(S(=O)(=O)Nc2cnn(-c3ccccc3)c(=O)c2Cl)cc1
 : 0%	10%	1.1%	23%	22%[9.22 µM]	-2%	.
O=C(CSc1nc(O)c(-c2ccccc2)c(=O)[nH]1)N1CCOCC1
 : 3%	-2%	3.0%	20%	2%	-2%	.
COc1ccc(CCNC(=O)c2sc3cc(C)ccc3c2Cl)cc1
 : 20%	26%[38.3 µM]	2.5%	-17%[46.1 µM]	-5%	8%	-3%
CCOC(=O)c1ccc(NC(=O)CSCc2ccco2)cc1
 : -5%	30%[38.3 µM]	-3.2%	-19%[46.1 µM]	-8%	-1%	-12%
CCC(C)c1ccccc1NC(=O)C(C)NCCN(C)C (configuration not stated)
 : 0%	.	-1.6%	-19%	-24%[9.22 µM]	.	.
COC(=O)c1ccc(C(=O)OC)c(NC(=O)CSCc2ccc(Br)cc2)c1
 : 4%	7%[38.3 µM]	-3.3%	-23%[46.1 µM]	8%	5%	18%
CC(C)C(=O)Nc1cccc(NC(=O)CCN2C(=O)c3ccccc3S2(=O)=O)c1
 : 2%	0%[38.3 µM]	-1.2%	6%[46.1 µM]	18%	0%	2%
Cc1nc([N+](=O)[O-])c(C(=O)OCc2cccc(Br)c2)n1C
 : 1%	-6%	-1.4%	0%	-16%	-1%	.
CC1CN(CCC(=O)Nc2ccc3c(c2)OCO3)CC(C)O1 (configuration not stated)
 : 5%	9%[38.3 µM]	2.0%	-16%[46.1 µM]	15%[9.22 µM]	-3%	-5%
CCn1cc(C(=O)NCC2CCCO2)c2cc(OC)c(OC)cc2c1=O (configuration not stated)
 : 1%	2%[38.3 µM]	1.0%	-10%[46.1 µM]	8%	-2%	1%
CCCCCCCCCCCCCCCCCCOCC(O)CO (configuration not stated)
 : .	-4%	-0.8%	.	10%	0%	13%
CCOC(=O)c1ccc(NC(=O)c2cc(=O)[nH]c3ccccc23)cc1
 : 12%	6%	-2.1%	5%	2%	1%	.
CCc1ccc2c(c1)C(c1ccncc1)=NNC(c1ccccc1)=N2
 : -3%	12%	-2.6%	-51%	10%[9.22 µM]	1%	20%[46 µM]

One compound at a time (already shown). Order of values: CBFb-RUNX1 inh, IMPase Li cell, Epigenetic reg, NPSR antagonist, HttQ103 aggreg, Luc counter, Lamin A splicing
Cc1ccc(S(=O)(=O)Nc2cnn(-c3ccccc3)c(=O)c2Cl)cc1 as listed: 0%, 10%, 1.1%, 23%, 22%[9.22 µM], -2%, .
CCCCCCCCCCCCCCCCCCOCC(O)CO (configuration not stated) as listed: ., -4%, -0.8%, ., 10%, 0%, 13%

Next section
Fields: CBFb-RUNX1 inh	IMPase Li cell	Epigenetic reg	NPSR antagonist	HttQ103 aggreg	Luc counter	Lamin A splicing
Cc1ccc(S(=O)(=O)N2CCN(C(=O)Cc3ccc4c(c3)OCCO4)CC2)cc1C
 : -7%	3%	0.0%	0%	-8%	0%	-8%
COc1cc(/C=N/NC(=O)/C(=C\c2ccc([N+](=O)[O-])cc2)NC(=O)c2ccccc2)cc(OC)c1O
 : -14%	-4%[38.3 µM]	-0.2%	-17%[46.1 µM]	21%	-3%	-7%
CCCn1c(SCC(=O)c2cc(C)ccc2C)n[nH]c1=O
 : -1%	12%[38.3 µM]	-1.0%	-14%[46.1 µM]	16%	-3%	-5%
CCOC(=O)c1c(-c2ccc(C)s2)csc1N
 : 5%	-6%	-0.3%	-9%	8%	-1%	.
Cc1cc(SCNC(=O)c2ccccc2)ncn1
 : 3%	14%[38.3 µM]	4.8%	3%[46.1 µM]	-15%	1%	-5%
COc1ccc(C(=O)NC(=S)Nc2ccc3c4c(cccc24)CC3)cc1OC
 : -6%	3%	-0.8%	-3%	23%	-2%	3%
Cc1ccc(-c2csc(NC(=O)CCNC(=O)c3ccccc3Cl)n2)cc1
 : -8%	4%	1.0%	1%	-3%	2%	?
CCCCCOC(=O)Nc1ccc(S(=O)(=O)Nn2cnnc2)cc1
 : 6%	-14%[38.3 µM]	1.0%	0%[46.1 µM]	-10%	-3%	3%
CC(=O)N1CCN(c2ccc(NC(=O)c3ccc4c(c3)OCCO4)cc2)CC1
 : -4%	-13%[38.3 µM]	8.3%	-13%[46.1 µM]	6%	-5%	7%
Cc1c2ccccc2c(CSC(=N)N)c2ccccc12
 : 5%	1%&15%	0.2%	.	.	-7%[7.66 µM]	.
COc1ccc(-c2nnn(CC(=O)N(Cc3ccccc3Cl)C(C(=O)NCC3CCCO3)c3ccco3)n2)cc1 (configuration not stated)
 : -1%	11%[38.3 µM]	-0.1%	-11%[46.1 µM]	17%	0%	4%[0.0737 µM]
COc1cc(OC)cc(C(=O)Nn2cc(C(=O)Nc3c(F)cccc3F)c3ccccc3c2=O)c1
 : -5%	1%	1.0%	-3%	15%	-2%	?
Cc1ccc(NC2SC(=O)N(Cc3cccc(C(=O)O)c3)C2=O)c(C)c1 (configuration not stated)
 : -1%	.	-1.0%	8%	6%[9.22 µM]	.	.
COc1ccccc1-n1c(Cc2cccs2)n[nH]c1=S
 : 11%	-5%	-0.2%	-4%	3%	0%	-8%[46 µM]
Cn1cc(CN2CCc3c([nH]c4ccccc34)C2C2CCCCC2)cn1 (configuration not stated)
 : -14%	7%	-0.1%	9%	15%[9.22 µM]	-3%	-1%[46 µM]
O=C(c1ccc(Cl)cc1)c1oc2ccccc2c1CS(=O)c1ccc(Cl)cc1 (configuration not stated)
 : 5%	26%[38.3 µM]	0.0%	?	-11%	0%	?
CCN(CC)S(=O)(=O)c1ccc(Cl)c(NC(=O)CCCCl)c1
 : 1%	.	-1.0%	1%	-4%[9.22 µM]	.	.
COc1cc(NC(=S)N2CCCC(C)C2)c(OC)cc1Cl (configuration not stated)
 : 8%	9%	1.3%	-11%	-31%	2%	.
CCn1ncc([N+](=O)[O-])c1C(=O)Nc1c(C)nn(Cc2ccc(F)cc2)c1C
 : 1%	6%	-0.1%	-8%	-2%[9.22 µM]	.	.
CSCCC(N=C(NS(=O)(=O)c1ccccc1)c1ccccc1)C(=O)O (configuration not stated)
 : 1%	.	0.1%	12%	15%[9.22 µM]	.	.
COc1ccc(C=Nc2cccc3c(=O)[nH][nH]c(=O)c23)c2ccccc12
 : -9%	7%[38.3 µM]	3.7%	-7%[46.1 µM]	3%	-2%	2%
CSCCC(NC(N)=O)C(=O)Nc1ccc(F)c(Cl)c1 (configuration not stated)
 : 13%	.	0.0%	3%	-5%[9.22 µM]	.	.
CCOC(=O)C1CCN(S(=O)(=O)c2cccc(-c3cn4cccnc4n3)c2)CC1
 : 3%	-15%[38.3 µM]	0.3%	-8%[46.1 µM]	16%	-9%	?
CC1(C)Cc2nc3nc(SCC(=O)NCc4ccccc4)n(-c4ccccc4)c(=O)c3cc2CO1
 : 3%	-3%[38.3 µM]	-0.8%	4%[46.1 µM]	18%	0%	2%
Cn1ccnc1C(=O)c1cc(SCC(=O)NCc2ccccc2)nc2ccccc12
 : -3%	1%	0.0%	-5%	-4%	1%	?
Cc1nn(-c2nc3ccccc3n2Cc2ccccc2)c2c1C(=O)CC(C)(C)C2
 : 0%	4%[38.3 µM]	-0.7%	?	?	8%	?
CC1=CC(C)(C)N(S(=O)(=O)c2ccc(C)cc2)c2ccc(C)cc21
 : 11%	35%[activator][38.3 µM]	0.0%	?	-8%[1.84 µM]	2%	-8%
O=C(COc1ccc(Cl)cc1)OCC(=O)N1CCCCCC1
 : 4%	-16%[38.3 µM]	-0.2%	0%[46.1 µM]	10%	12%	-1%
COc1ccc([N+](=O)[O-])cc1N(CC(=O)N1CCCCC1)S(C)(=O)=O
 : 7%	18%	-1.7%	-6%	3%	2%	.
